NadD block: blocks S. aureus nicotinate mononucleotide adenylyltransferase | purified NadD enzyme, colorimetric absorbance read-out | inhibition, % at 20 µM | 360,000 compounds, 0.78% hits | AID 602399; in the data active = inhibition above about 26%; note: some compounds past the cut are filed as inactive
SKN-1 block: C. elegans SKN-1 inhibition. 360,000 compounds, 0.49% hits. C. elegans VP596 Pgst-4::GFP/RFP ratio, acrylamide-induced, 24 h. AID 624304. inhibition, % at 21.8 µM;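 active = interference check ratio from 0.5 to 1.5 plus GFP to RFP signal ratio inhibition reaching or exceeding a fixed threshold, cut at about 30% in these data, passing the limit was not always enough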; note: some compounds called inactive have numbers as strong as hits
Scp-1 inhibitor: inhibitors of human Scp-1 phosphatase; inhibition, % at 20 µM; Recombinant Scp1, phosphopeptide, malachite green phosphate absorbance; 340,000 compounds, 0.88% hits; AID 493091; Q9GZU7;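 active = inhibition above about 50% at 20 µM, limit read from the data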;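 note: plate controls were DMSO wells with enzyme for no effect and wells lacking enzyme for full effect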
Target sequence (Q9GZU7 76-261 limits assumed): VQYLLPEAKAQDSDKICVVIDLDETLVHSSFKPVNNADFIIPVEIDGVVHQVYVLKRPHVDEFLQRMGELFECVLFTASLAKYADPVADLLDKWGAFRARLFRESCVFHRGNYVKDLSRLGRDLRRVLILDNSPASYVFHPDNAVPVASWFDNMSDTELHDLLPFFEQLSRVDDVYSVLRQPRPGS
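Material: truncated SCP-1 phosphatase (76-261aa) / Buffer or medium: 50 mM Tris acetate pH 5.5, 0.005% Tween-20, 10 mM MgCl2 / Compound dosing: one concentration, 20 µM, with 1.0% DMSO / Incubation: 45 min room-temperature reaction, 5 min colour, 30 min stabiliser / Detection: colorimetric free-phosphate detection, absorbance 630 nm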
SUMO1 PPI mod: modulators of human SUMO1-mediated protein-protein interactions; SUMO1 binding to a labelled peptide, TR-FRET, 1 h; 360,000 compounds, 0.33% hits; AID 602429; inhibition, % at 20 µM; in the data active = inhibition above about 37%
CendR NRP1 mod: modulators of CendR peptide binding to human neuropilin-1. FAM-RPARPAR peptide binding to NRP-1, fluorescence polarization. inhibition, % at 25 µM. 360,000 compounds, 0.85% hits. AID 602438;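 active = inhibition or corrected inhibition above about 18%, plus a signal ratio from 0.5 to 1.5, limit read from the data, passing the limit was not always enough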; note: strong numbers were not always called active
Target sequence (O14786 whole entry, looked up): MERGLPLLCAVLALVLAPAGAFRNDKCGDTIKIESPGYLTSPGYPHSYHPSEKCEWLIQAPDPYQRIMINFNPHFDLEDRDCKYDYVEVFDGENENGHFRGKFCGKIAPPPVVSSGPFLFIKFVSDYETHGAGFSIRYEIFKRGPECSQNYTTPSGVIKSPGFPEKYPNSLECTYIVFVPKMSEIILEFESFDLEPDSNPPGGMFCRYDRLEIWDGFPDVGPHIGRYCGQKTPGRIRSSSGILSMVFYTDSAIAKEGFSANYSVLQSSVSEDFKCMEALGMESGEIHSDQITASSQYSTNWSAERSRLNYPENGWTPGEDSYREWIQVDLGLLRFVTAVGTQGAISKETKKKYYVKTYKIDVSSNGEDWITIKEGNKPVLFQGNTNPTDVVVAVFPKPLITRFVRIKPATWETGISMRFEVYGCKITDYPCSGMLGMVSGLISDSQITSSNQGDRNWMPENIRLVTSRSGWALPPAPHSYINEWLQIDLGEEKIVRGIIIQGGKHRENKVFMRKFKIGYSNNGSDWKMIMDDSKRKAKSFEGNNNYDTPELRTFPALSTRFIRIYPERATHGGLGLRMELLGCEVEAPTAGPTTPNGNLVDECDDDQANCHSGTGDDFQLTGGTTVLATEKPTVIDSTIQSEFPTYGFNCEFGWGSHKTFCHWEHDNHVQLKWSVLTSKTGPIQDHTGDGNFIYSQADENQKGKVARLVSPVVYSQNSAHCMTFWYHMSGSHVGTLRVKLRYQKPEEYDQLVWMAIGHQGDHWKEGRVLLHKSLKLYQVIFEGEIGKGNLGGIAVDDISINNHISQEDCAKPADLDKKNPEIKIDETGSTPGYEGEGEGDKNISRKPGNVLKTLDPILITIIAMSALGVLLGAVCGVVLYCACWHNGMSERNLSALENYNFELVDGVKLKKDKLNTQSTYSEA
LMPTP block: LMPTP (human) inhibition; P24666; recombinant LMPTP-A, OMFP fluorogenic substrate, fluorescence intensity; inhibition, % at 20 µM; 360,000 compounds, 0.22% hits;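 active = compounds that cut the enzyme signal by at least half of the control window in the single-dose screen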;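 note: plate controls were DMSO wells with enzyme plus substrate for no effect and substrate without enzyme for full effect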
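Assay system: LMPTP-A enzyme. Input: 0.625 nM LMPTP-A final. Probe or stimulus: 400 µM OMFP. Compound dosing: single 20 µM dose. Schedule: 50 min dark incubation at room temperature. Detection: fluorescence intensity of OMFP turnover product. Read-out: percent inhibition versus substrate-only and uninhibited controls. Benchmarks: no-enzyme low control, uninhibited high control.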
STEP inh: inhibitors of human striatal-enriched phosphatase STEP | P54829 | inhibition, % at 20 µM | recombinant STEP, OMFP fluorogenic substrate, fluorescence | AID 588621 | 360,000 compounds, 0.25% hits;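 active = inhibition at 20 µM, scaled per plate between control wells, above about 37%, limit read from the data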;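 note: 0% = DMSO with enzyme and substrate and 100% = substrate only without enzyme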
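Material: STEP (striatal-enriched tyrosine phosphatase) enzyme, cell-free; Compound dosing: 20 µM single dose in 1% DMSO; Technique: fluorescence read at 480 nm ex / 540 nm em; Times: reaction 20 min, ambient temperature; Medium: 50 mM Bis-Tris pH 6.0 with 2.5 mM DTT and 0.005% Tween 20; Also added: OMFP at 25 µM.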
Rpn11 inh: Rpn11 (human) deubiquitinase inhibition | O00487 | human 26S proteasome, Ub4-pepOG fluorescence polarization; 20S core pre-blocked with epoxomicin | calls only at 20 µM | 360,000 compounds, 0.59% hits | AID 588493;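 active = inhibition at 20 µM, scaled to each plate's controls, above about 33%, limit read from the data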
DNMT1 block: inhibitors of human DNMT1; P26358; DNMT1 molecular beacon, Hinp1I cleavage, fluorescence; inhibition (reported as % activation of signal), % at 10 µM; 360,000 compounds, 0.83% hits; AID 588458; in the data active = inhibition above about 50%
MT1-MMP act inh: MT1-MMP (human) activation inhibition | HT1080 RFP-PRO-GFP cells, GFP/RFP ratio fluorescence, overnight; percent of plate control window, DMSO zero | GFP/RFP ratio change, % at 20 µM | 360,000 compounds, 0.061% hits | AID 651647;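 active = GFP/RFP ratio change of at least 30% with cell ATP level not reduced by more than half and red fluorescence within 50% of control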; note: strong numbers were not always called active
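Material: RFP-PRO-GFP reporter HT1080 cells. Dosing: single-point 20 µM compound, 1% DMSO. Controls: DMSO and RFP-L50D-GFP cell wells. Timing: cells overnight before dosing, compound overnight, 37 °C, 5% CO2. Measure: GFP/RFP fluorescence ratio.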
* hit, by the source's call; i = inactive; x = not tested or not shown.

Values run as follows: NadD block	SKN-1 block	Scp-1 inhibitor	SUMO1 PPI mod	CendR NRP1 mod	LMPTP block	STEP inh	Rpn11 inh	DNMT1 block	MT1-MMP act inh
> CC(CNc1ccc([N+](=O)[O-])cc1)NC(=O)c1ccccc1Br (stereo not given)
 : -3	9	-6	-20	4	-0.6	-2	i	6	12
> O=C(O)CCc1ccc(-c2cccs2)n1NC(=O)c1ccc(Cl)cc1Cl
 : -3	-9	15	20	-6	4.5	2	i	22	-8
> COc1ccc(N2CCN(C3CCCN(C(=O)CSC)C3)CC2)cc1 (stereo not given)
 : -8	24	-1	-2	-4	-1.9	1	i	2	1
> CCC[C@H]1COCCS(=O)(=O)N1Cc1ccccc1F
 : 1	7	2	1	0	-1.2	-1	i	-1	x
> COC(=O)C1C2CC3c4[nH]c5cc(OC)ccc5c4CCN3CC2CC(OC(=O)CC(C)=O)C1OC (stereo not given)
 : 6	47*	-4	-21	-86	1.0	-8	x	-5	-56
> CC1=CC(C)(C)N2C(=O)C3(C(C#N)=C(N)Oc4cc(O)ccc43)c3cccc1c32 (stereo not given)
 : -1	2	-3	1	2	2.1	1	i	-6	-4
> O=C(/C=C/[C@H]1O[C@@H](n2cnc3c(NC(=O)c4ccccc4)ncnc32)[C@H](O)[C@@H]1O)NCc1ccco1
 : -5	5	x	2	22*	-0.8	-3	i	5	2
> Cc1nc(C(=O)NC2CC2)sc1C1(C)CC(c2cccc([N+](=O)[O-])c2)=NO1 (stereo not given)
 : -3	-16	-4	-19	-4	-0.3	-2	i	5	0
> CC(c1ccccc1)N1C(=O)OC(C)(C)C1(C)O (stereo not given)
 : -5	-4	1	1	10	-0.8	-3	i	-1	8
> COCc1nnc(NC(=O)c2ccccc2Oc2ccccc2)s1
 : -1	-1	-7	-4	0	0.1	-6	i	-8	-6
> CCCCCC(=O)NNC(=O)c1ccc(-c2ccccc2)cc1
 : 2	2	36	-3	1	8.3	-1	i	24	1
> COc1ccc(CNC(=O)CN(CCC(C)C)S(=O)(=O)c2ccc3c(c2)OCCO3)cc1
 : -10	13	-8	-1	-6	-0.1	-1	i	1	-3
> Cc1ccc2c(c1)nnn2C1CCN(CC(=O)NCc2ccccc2F)CC1
 : 1	4	-1	1	-7	-1.2	-2	i	0	-3
> Cc1ccc(C)c(N2CCN(S(=O)(=O)c3cc4c(cc3Cl)NC(=O)CO4)CC2)c1
 : 4	7	-5	-4	-20	1.6	0	i	20	0
> CC(NC(=O)COC(=O)CCc1ccccc1)c1ccccc1 (stereo not given)
 : -4	1	-12	-5	-4	-0.4	-1	i	3	-1
> O=C(O)/C=C/c1ccc(OCc2cccc(F)c2)cc1
 : -7	11	-11	-3	8	-0.3	6	i	1	2
> COc1cc(OC)cc(C(=O)OCC(=O)NC(C)CCc2ccccc2)c1 (stereo not given)
 : -3	-12	-3	1	3	0.9	2	i	-2	0
> COc1ccc2oc(=O)c(C(=O)NCc3ccc(C)cc3)cc2c1
 : 0	11	-6	-12	5	1.2	2	i	-1	3
> Cc1cccc(C(=O)NC(=S)Nc2ccc(S(=O)(=O)N3CCCCC3)cc2)c1
 : -6	-12	-18	2	-9	2.4	-1	i	-7	0
> CCO[C@H]1OC(C(=O)N2CCOCC2)=C[C@@H](C)[C@@H]1CCCO
 : 3	0	2	-3	7	-0.4	0	i	1	-4
> O=C(Nc1cccc(C(=O)N2CCCC2)c1)c1ccccc1
 : 4	-1	-5	-4	5	-0.5	-2	i	-4	4
> COc1ccc(C2CC(c3ccccc3)=NN2C(=O)COC(=O)CNC(=O)c2ccccc2)cc1 (stereo not given)
 : -13	5	-9	-2	-7	3.4	0	i	-9	2
> O=C(C[C@@H]1CC[C@@H]2[C@H](COC[C@H](O)CN2Cc2cccc(C(F)(F)F)c2)O1)NCc1ccc(Cl)cc1
 : x	-13	x	8	7	-1.1	x	x	x	6
> O=C(O)CSc1nnc(-c2cccc(S(=O)(=O)N3CCOCC3)c2)n1-c1ccc(F)cc1
 : 5	7	-8	5	15	-2.0	3	i	7	2
> O=C(NCc1ccco1)C(=O)NCC1OCCCN1S(=O)(=O)c1ccc(F)cc1 (stereo not given)
 : -7	-8	-1	6	-9	-1.7	2	i	4	2
> O=Nc1c(-c2ccccc2)cc2ccccn12
 : 3	5	-1	-27	0	1.2	2	i	-6	4
> CCc1nc2ccc(C(=O)NCc3cccs3)cn2c1N(CCC(C)C)CCN(C)C
 : -12	18	x	-3	1	-0.1	0	i	1	-12
> Cc1ccc(C)c(S(=O)(=O)N2CCN(C(=O)CCC(=O)c3cc(C)sc3C)CC2)c1
 : -2	-8	-7	7	-9	2.2	1	i	2	-3
> O=C(c1cccc([N+](=O)[O-])c1)n1nc(-c2ccccc2)nc1NCc1ccccc1
 : -4	8	-7	-23	4	-0.2	-1	i	0	9
> N#Cc1ccc(-c2nc3ccc(Br)cn3c2Cc2cccc(F)c2)cc1
 : 3	14	x	-5	-1	4.0	2	i	1	-1

The last two records of the section above come first, to join the parts.
Values run as follows: NadD block	SKN-1 block	Scp-1 inhibitor	SUMO1 PPI mod	CendR NRP1 mod	LMPTP block	STEP inh	Rpn11 inh	DNMT1 block	MT1-MMP act inh
> O=C(c1cccc([N+](=O)[O-])c1)n1nc(-c2ccccc2)nc1NCc1ccccc1
 : -4	8	-7	-23	4	-0.2	-1	i	0	9
> N#Cc1ccc(-c2nc3ccc(Br)cn3c2Cc2cccc(F)c2)cc1
 : 3	14	x	-5	-1	4.0	2	i	1	-1
> Cc1ccc2cc(CN(Cc3ccc4c(c3)OCO4)Cc3nnnn3Cc3ccco3)c(=O)[nH]c2c1C
 : 25	8	-2	22	-8	10	1	i	4	-10
> CCCOc1ccc(/C=N/NC(=O)CSCc2ccc([N+](=O)[O-])cc2)cc1OCC
 : 0	12	-5	-8	18	0.6	1	i	1	-2
> CN(Cc1cccs1)C(=O)CSc1nnnn1C
 : -3	1	-10	2	3	-2.7	-1	i	0	-1
> Cc1c(C(=O)N2c3ccccc3CC2C)oc2ccccc12 (stereo not given)
 : -3	6	-11	1	11	2.1	2	i	-1	-3
> COc1cc2c(cc1OC)CN(S(=O)(=O)c1ccccc1F)CC2
 : -4	11	-4	0	-6	-0.4	-1	i	0	-3
> O=C(NCC(=O)N(Cc1ccc(F)cc1)C(C(=O)NC1CCCC1)c1ccco1)c1ccco1 (stereo not given)
 : -1	17	-5	-6	1	-0.4	3	i	2	0
> Cc1cccc(N2N=C(C(=O)OCC(=O)c3ccccc3)CCC2=O)c1
 : -1	15	-5	3	20	-0.5	0	i	0	-3
> Cc1nc(SCC(=O)O)c(C#N)c2c1CCCC2
 : -2	1	96*	26	-1	1.7	16	i	58*	0
> O=C(COc1cccnc1[N+](=O)[O-])N1N=C(c2ccc(Cl)cc2)CC1c1ccco1 (stereo not given)
 : 6	3	-9	-9	12	2.5	2	i	-2	-1
> C#CCNc1c2c(nc3nnnn13)CCCC2
 : -5	2	-5	4	-14	-1.4	-1	i	2	-2
> COc1ccc(-c2cc(C(=O)Nc3ccccc3O)c3ccccc3n2)cc1OC
 : 0	8	-1	2	-2	-0.7	-2	i	-3	-1
> Nc1nc(SCC(=O)N2CCN(c3ccccc3)CC2)n[nH]1
 : 3	6	-8	4	11	-1.3	-2	i	0	0
> CCOC(=O)C1=C(C)NC2=C(C(=O)c3ccccc32)C1c1cccnc1 (stereo not given)
 : 0	-14	-12	-15	40*	2.4	-3	i	-4	-2
> COc1ccc(-c2cn3cccnc3n2)cc1NC(=O)C1CCCC1
 : 5	5	-1	-16	2	-0.1	-5	i	1	0
> CCCC(CCC)C(=O)NNc1cc(=O)c2c(=O)n(C)c(=O)n(C)c2[nH]1
 : -1	8	-2	0	5	-3.6	-5	i	1	-3
> COc1ccccc1OCC(=O)Nc1oc(-c2ccccc2)c(-c2ccccc2)c1C#N
 : 3	12	-16	6	14	3.6	4	i	-4	8
> COc1ccc(OC)c(N(CC(=O)N2CCCC2)S(C)(=O)=O)c1
 : 2	5	5	0	0	-0.7	0	i	1	-2
> CCCNC(=O)C(Sc1ccccc1)c1ccccc1 (stereo not given)
 : -1	5	-7	0	10	-1.1	4	i	-4	0
> C/C(Cc1ccccc1)=N\NC(=O)CNC(=O)COc1cccc(C)c1
 : -2	13	1	2	8	-0.7	1	i	0	-1
> O=C(NCCc1c[nH]c2ccccc12)C1CCN(S(=O)(=O)c2ccc(F)cc2)CC1
 : -7	20	-5	-2	15	-0.2	3	i	1	4
> Cc1cccc(C)c1NC(=O)CSc1nnc(-c2ccoc2C)n1CCc1ccccc1
 : -3	13	-2	-2	21*	0.2	4	i	6	-2
> CCOC(=O)c1ccsc1NC(=O)CCS(=O)(=O)c1ccccc1
 : -8	-4	-5	1	20	0.7	0	i	0	0
> O=S(=O)(c1c(F)cccc1F)N1CCN(C(=S)NCc2ccc3c(c2)OCO3)CC1
 : -2	0	-6	-1	2	2.9	-1	i	0	-4
> CN1CCN(NC(=O)Nc2ccc(Br)cc2Cl)CC1
 : 1	19	-6	4	1	-1.5	-1	i	1	-1
> Cc1ccn(CCSCC(=O)O)n1
 : 5	3	-2	-1	-2	-3.3	-2	i	5	1
> CN(CC(=O)Nc1c(Cl)cccc1Cl)CC(=O)N1CCc2ccccc21
 : -1	7	x	-2	2	0.9	-2	i	6	3
> C(#CC12CC3CC(CC(C3)C1)C2)CN1CCOCC1
 : -7	8	-1	-3	2	-0.5	3	i	-2	9
> Cc1cc(N2CCCN(C)CC2)nc2cc(Cl)ccc12
 : -2	6	0	-1	4	0.6	-12	i	2	-5
> COc1cccc(Nc2nnc(SCc3cc([N+](=O)[O-])cc4c3OCOC4)s2)c1
 : 9	-35	-18	-4	10	3.2	-7	i	6	1
> Cc1ccc(CCNC(=O)C2CC(=O)N(CCc3ccccc3)C2)cc1 (stereo not given)
 : -1	6	-6	-3	4	-1.2	-4	i	2	-1
> Cc1ccc(NC(=O)CCS(=O)(=O)c2ccc3nc(C)sc3c2)c(C)c1
 : 1	12	x	6	7	0.8	0	i	-1	8
> Cc1oc(-c2ccccc2Cl)nc1CSCC(=O)NC1CCCC1
 : -3	-2	28	0	14	0.0	0	i	1	-1
> CCC1CCCCN1C(=O)COC(=O)c1cncc(Br)c1 (stereo not given)
 : 0	-2	x	0	-2	-1.0	0	i	0	-3

Bioassay records from PubChem BioAssay.
